Screening data deposited in PubChem by Broad Institute.
PGC1a acetyl inh – modulators of PGC1a acetylation. U2OS PGC1a acetylation, AlphaScreen anti-acetyl-lysine; with virally co-expressed GCN5 acetyltransferase. inhibition, % at 15.6 µM. 350,000 tested, 0.17% active. AID 651687;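 active = every replicate shows inhibition of at least 40%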;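 note: 0% = neutral control wells and 100% = positive control wells; some results beyond the cut were filed as inactive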
FN deposit inh – fibronectin deposition inhibition. AH1F fibroblasts, Alexa488-fibronectin deposition fluorescence, overnight. inhibition, % at 12.6 µM. 350,000 tested, 0.086% active;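 active = mean inhibition across replicates of 30% or more, regardless of how many single replicates reach that level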;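 note: positive control wells lacked labelled fibronectin entirely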
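Assay system: AH1F fibroblasts assembling fluorescent fibronectin matrix; Amount: 10000 AH1F cells per well; Buffer or medium: DMEM, 2% serum; Probe or stimulus: Alexa488-fibronectin, 24 nM final in well; Doses: single compound dose, delivered by pin transfer; Incubation: 1 h adhesion, overnight exposure; Measured by: fluorescence 485/525 nm; Read-out: fibronectin deposition inhibition.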
Cneo AK release – Cryptococcus neoformans lysis via adenylate kinase release; C. neoformans lysis, adenylate kinase release luminescence, 4 h; normalised: neutral wells 0, clomiphene wells 100; lysis activity, % at 15 µM; 360,000 tested, 0.2% active; AID 651654;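 active = mean lysis activity across replicates of at least 80%, whatever share of replicates individually reach that level; inactive = mean lysis activity below 80%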
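Material: C. neoformans cells; Schedule: 4 h static compound exposure, 37 °C, read 1 h post-reagent; Measured by: adenylate kinase release luminescence; Read-out: signal increase indicating cell lysis; Controls: Clomiphene as positive lysis control.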
C2C12 statin – suppression of simvastatin myotoxicity; 330,000 tested, 0.78% active; C2C12 myotubes + simvastatin, ATP luminescence, 48 h; scaled: DMSO 0, geranylgeraniol control 100; rescue of ATP level, % at 7.49 µM;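 active = mean ATP rescue above about 67%, or every replicate alone reaching that limit, limit read from the data, passing the limit was not always enough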;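 note: myotubes were challenged with 10 µM simvastatin during compound exposure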
INS-1E GSIS act – primary screen for activators of insulin secretion dependent on glucose, INS-1E cells, GLuc reporter luminescence; INS-1E GLuc reporter insulin secretion, 2-3 h; activation, % at 16.6 µM; 370,000 tested, 0.61% active; AID 743287;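 active = lowest replicate activation of at least 40%, so every replicate reaches that level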;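 note: 0% = median of neutral control wells and 100% = median of IBMX positive control wells; some compounds called inactive have numbers as strong as hits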
F508del corr – correctors of CFTR F508del function in bronchial epithelial cells; CFBE cells, YFP halide quenching; stimulated with forskolin plus potentiator P3; % fluorescence drop versus neutral controls; activity (quench increase), % at 7.58 µM; 350,000 tested, 0.36% active; AID 720511;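 active = mean added fluorescence quench of at least 8% versus neutral control, with both replicates also reaching 8%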;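 note: cells transiently co-express mutant CFTR-F508del with the halide-sensitive YFP; corrector assay measuring rescue of mutant channel to the surface after 24 h compound exposure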
miR-122 sensor – miR-122 inhibition in Huh7 cells; Huh7 miR-122 Renilla luciferase sensor, 48 h; neutral wells = 0, positive control = 100; activation (reporter increase), % at 12.5 µM; AID 602342; 340,000 tested, 0.3% active;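 active = mean replicate activation score at least 90 and every replicate individually at or above 90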;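 note: higher luciferase means less miR-122 activity so hits act as miR-122 inhibitors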
PglD DTNB – inhibitors of Campylobacter jejuni PglD acetyltransferase; purified PglD enzyme, DTNB colorimetric CoA detection; inhibition, % at 12.5 µM; 360,000 tested, 0.098% active; AID 602405; in the data active = inhibition above about 16%, passing the limit was not always enough; note: strong numbers were not always called active
The depositor's hits bear a star; . = no result given; [ ] = dose if it differs, or a comment.

Values run as follows: INS-1E GSIS act, C2C12 statin, PglD DTNB, FN deposit inh, PGC1a acetyl inh, Cneo AK release, miR-122 sensor, F508del corr
CC(C)(C)NC(=O)CN(C(=O)CN1C(=O)C(=O)c2ccccc21)C(C)(C)C
    7, ., ., -3, -4, ., ., 0.4
C=CCc1c(C)nc(N)[nH]c1=O
    -1, 1, 1, ., 11, -1, 7, -0.4
C[C@@H]1CN([C@H](C)CO)C(=O)c2cc(NC(=O)Nc3cccc4ccccc34)ccc2O[C@@H](C)CCCCO[C@H]1CN(C)S(=O)(=O)c1cn(C)cn1
    -26, ., 1, -11, -4, 0, -5[16.7 µM], -1.4
O=S(=O)(NCC(c1ccc2c(c1)OCO2)N1CCOCC1)c1ccc(Cl)cc1 (stereo not given)
    -50, 10, -7, -3, -1, -1, ., -0.8
COc1ccc(OC)c(NC(=O)c2cccc(NC(=O)c3ccco3)c2)c1
    6, -8, 0, 2, ., 1, -2, 4.3
COc1ccc(-c2cc(C3CCN(CC(O)C(F)(F)F)CC3)[nH]n2)cc1 (stereo not given)
    2, -4, 2, 0, -2, -1, 1, 0.7
O=C(CCCN1C(=O)/C(=C/c2ccc3c(c2)OCO3)SC1=S)Nc1cccc(C(=O)O)c1
    18, 7, -14, ., 5, -8, -1, 0.6
O=C(CN1CCN(Cc2ccccc2)CC1)Nc1nc2ccccc2s1
    -17, 5, -2, 4, ., 1, ., 1.2
Cc1ccc(S(=O)(=O)Nc2cccc3c2O[C@H](CN(C)C)[C@@H](C)CN([C@H](C)CO)C3=O)cc1
    1, -5, 6, -4, -9, -19, 36[16.7 µM], 1.6
O=C(C1CCCCC1)N1CC2(C1)[C@H](c1ccccc1)[C@H](CO)N2CCC(F)(F)F
    -10, ., ., -4, 4, ., ., 5.3
O=C1CCC(=O)N1Cc1c(Cl)cccc1Cl
    0, 2, -4, 0, 2, 0, 0, 2.0
CCOc1ccc(S(=O)(=O)N2CCOCC2)cc1NC(=O)C1CSC2(C)CCC(=O)N12 (stereo not given)
    6, -6, -4, ., 11, -4, 0, 0.9
COc1ccccc1C#Cc1ccc([C@@H]2[C@@H](CO)N3CCCCN(CCC(F)(F)F)C[C@H]23)cc1
    -19, 26, -3, ., -30, 73, -2[16.7 µM], -3.9
COc1ccc(C(=O)Nn2cnc3ccccc3c2=O)c(OC)c1
    -3, 12, 4, ., 0, 9, 0, -2.2
S=C1NC(c2ccccc2)=NCN1c1ccc(Br)cc1
    10, -20, 4, ., 81*, 10, -1, -1.6
CN1CCN(c2nc3c(c(=O)[nH]c(=O)n3C)n2Cc2cccc(Br)c2)CC1
    24, -10, -1, 4, 0, 0, -2, 2.9
C[C@H]1CN([C@@H](C)CO)C(=O)c2cc(C#CC3CC3)cnc2O[C@H]1CN(C)C(=O)C1CCCCC1
    1, 62, ., ., -19, ., 5[16.7 µM], -0.6
COc1ccc(C(=O)Nc2cc(C(C)=O)c(/C=C/N(C)C)oc2=O)cc1
    ., 2, 2, -12, ., -7, 5, .
O=C(NCC(=O)N(Cc1ccccc1)C(C(=O)NC1CCCC1)c1ccco1)c1ccco1 (stereo not given)
    ., ., -2, 11, -4, 0, -5, .
O=C(NCCc1ccccc1)N1c2ccccc2Sc2ccccc21
    ., ., 1, -13, 1, 0, -8, .
O=C(CSc1nnc(Cn2nnc3ccccc32)o1)N(Cc1ccc(F)cc1)c1ccccc1
    ., -26, 0, ., 7, 0, -3, .
COc1ccc(-c2cc(-c3ccccc3)nc(=O)[nH]2)cc1
    -1, 13, ., -2, -5, ., 5, 0.1
CN1C(=O)c2cc(NC(=O)C3CCCC3)ccc2OC[C@@H]2O[C@@H](CC(=O)Nc3ccccc3)CC[C@@H]21
    -8, 12, -1, 3, 7, -9, 8[16.7 µM], 2.3
COc1cc(C2Sc3ccccc3NC3=C2C(=O)OC3)cc(OC)c1OC (stereo not given)
    -3, 38, 1, 2, -3, -4, -1, .
CC(NC(=O)c1ccc(NC(=O)CC2SC(N3CCCC3)=NC2=O)cc1)c1ccc(F)cc1 (stereo not given)
    -18, 3, 1, 2, -1, 1, ., -5.0
O=C(NCC1CCCCC1)c1cc(Br)ccc1Cl
    17, -5, 1, -3, 14, 0, 4, -0.2
Cc1cc(S(=O)(=O)N2CCOCC2)ccc1OCC(=O)Nc1ccc(F)cc1
    15, 17, 4, -2, ., 1, -2, -0.2
O=C1CNC(c2ccccc2)C(c2ccccc2)N1 (stereo not given)
    18, -2, -4, -1, -1, -1, 1, -0.8
CO[C@H]1CN(C)C(=O)c2ccc(NC(=O)c3ccccc3F)cc2OC[C@H](C)N(CC2CCOCC2)C[C@@H]1C
    3, ., ., 8, 1, ., ., -0.8
C[C@H]1CN([C@@H](C)CO)C(=O)c2cc(C#Cc3ccccn3)cnc2O[C@H]1CN(C)CC1CCCC1
    18, 3, ., -12, -10, ., -2[16.7 µM], 0.6

Part of the list above in a different format.
molecule	INS-1E GSIS act	C2C12 statin	PglD DTNB	FN deposit inh	PGC1a acetyl inh	Cneo AK release	miR-122 sensor	F508del corr
CN1CCN(c2nc3c(c(=O)[nH]c(=O)n3C)n2Cc2cccc(Br)c2)CC1	24	-10	-1	4	0	0	-2	2.9
C[C@H]1CN([C@@H](C)CO)C(=O)c2cc(C#CC3CC3)cnc2O[C@H]1CN(C)C(=O)C1CCCCC1	1	62	.	.	-19	.	5[16.7 µM]	-0.6
COc1ccc(C(=O)Nc2cc(C(C)=O)c(/C=C/N(C)C)oc2=O)cc1	.	2	2	-12	.	-7	5	.
O=C(NCC(=O)N(Cc1ccccc1)C(C(=O)NC1CCCC1)c1ccco1)c1ccco1 (stereo not given)	.	.	-2	11	-4	0	-5	.
O=C(NCCc1ccccc1)N1c2ccccc2Sc2ccccc21	.	.	1	-13	1	0	-8	.
O=C(CSc1nnc(Cn2nnc3ccccc32)o1)N(Cc1ccc(F)cc1)c1ccccc1	.	-26	0	.	7	0	-3	.
COc1ccc(-c2cc(-c3ccccc3)nc(=O)[nH]2)cc1	-1	13	.	-2	-5	.	5	0.1
CN1C(=O)c2cc(NC(=O)C3CCCC3)ccc2OC[C@@H]2O[C@@H](CC(=O)Nc3ccccc3)CC[C@@H]21	-8	12	-1	3	7	-9	8[16.7 µM]	2.3
COc1cc(C2Sc3ccccc3NC3=C2C(=O)OC3)cc(OC)c1OC (stereo not given)	-3	38	1	2	-3	-4	-1	.

(next part)
Values run as follows: INS-1E GSIS act, C2C12 statin, PglD DTNB, FN deposit inh, PGC1a acetyl inh, Cneo AK release, miR-122 sensor, F508del corr
Cc1ccc(C)c(OCCn2cc(/C=C(\C#N)C(=O)NCC3CCCO3)c3ccccc32)c1 (stereo not given)
    3, 17, -7, -6, -8, 0, 49, 0.6
C[C@H](CO)NC(=O)c1[nH]cnc1C(=O)Nc1cccc(Cl)c1
    21, -8, 1, 7, ., -4, -4, 2.1
Cn1c(SCc2ccc(F)cc2)nnc1-c1cccs1
    9, ., ., ., -7, ., -3, 2.9
COc1ccccc1C(C)NC(=O)c1ccc(C)o1 (stereo not given)
    8, -5, 2, ., -1, 8, 17, .
COc1cc(C2N(C)CCC3(OCCO3)C2(C)C)cc(OC)c1OC (stereo not given)
    48*, ., -3, -4, 9, -3, 0, .
CN1CCN(C(=O)c2ccc(N(C)S(=O)(=O)c3cccs3)cc2)CC1
    -2, -4, -5, ., 11, 1, 6, -0.9
CCc1nnc(NC(=O)c2ccc(NS(=O)(=O)c3ccccc3)cc2)s1
    ., 4, 4, 3, -36, 0, 212*, .
CCCN(C)C[C@@H]1Oc2cc(C#CC(C)(C)O)ccc2S(=O)(=O)N([C@@H](C)CO)C[C@@H]1C
    9, 12, 0, 5, -6, 2, 4[16.7 µM], -2.1
Cc1ccc(SCC(=O)NNC(=O)CNC(=O)c2ccccc2F)cc1
    7, -6, 0, 3, 5, 0, 0, -0.5
COc1cc(Br)c(C(C)NC(=O)c2cccc(Br)c2)cc1OC (stereo not given)
    ., 11, 2, ., 5, -2, 3, .
COCCNC(=O)[C@@H]1[C@@H](CO)[C@@H]2Cn3c(ccc(-c4ccccc4)c3=O)[C@H]1N2C
    29, -9, -7, ., 1, -5, 5[16.7 µM], 1.3
COc1ccc(S(=O)(=O)Nc2cc3c4c(c2)CC(=O)N4CCC3)cc1OC
    5, -25, -4, 11, 3, -2, 8, 0.8
COc1cccc(-c2ccc([C@H]3[C@H](CO)N4CCCCN(C(=O)c5ccc(F)cc5)C[C@@H]34)cc2)c1
    -5, 47, 2, ., -20, -2, 9[16.7 µM], -0.3
O=C(Cn1ccc2ccccc2c1=O)NCCC(=O)Nc1cccnc1
    ., 5, 5, 4, 4, -1, -4, .
O=C(CSC1=NCCS1)Nc1ccc(S(=O)(=O)N2CCCCCC2)cc1
    ., 3, -2, ., -4, -2, 5, .
CC(C)=C(NC(=O)c1ccccc1)C(=O)Nc1ccc(C(=O)O)cc1
    3, 0, ., 3, 0, ., 7, -1.6
Cn1c(=O)oc2cc(S(=O)(=O)N3CCC(N4CCCCC4)CC3)ccc21
    ., 7, 4, ., -14, 1, 0, .
COc1ccc(/C=N/NC(=O)c2cccc(OC(F)(F)C(F)F)c2)c(OC)c1OC
    3, -7, 7, -2, -2, -1, -4, .
CC(C)CNC(=O)[C@@]1(C)c2ccccc2C(=O)N(Cc2ccccc2)[C@H]1c1ccc(CO)cc1
    ., ., 2, ., -13, -1, ., -1.3
CN(C)CC#Cc1ccc([C@@H]2[C@H](CO)N3CCCCN(S(=O)(=O)c4ccccc4F)C[C@@H]23)cc1
    1, ., 1, ., -5, -2, 4[16.7 µM], -1.8
O=C(CN1CCOCC1)NCC[C@@H]1CC[C@H](NS(=O)(=O)c2ccc(F)cc2)[C@@H](CO)O1
    4, 2, -6, ., 9, -21, 8[16.7 µM], 0.7
Cc1nc(Nc2ccc(O)cc2)c2c3c(sc2n1)CCCC3
    3, -4, -6, 7, -10, 2, 16, -2.1
CCC(C)c1ccc(NC(=O)COC(=O)CCNS(=O)(=O)c2cccs2)cc1 (stereo not given)
    -36, 1, -2, 8, -3, 1, -4, 1.6
CN1C[C@@H](O)COC[C@@H]2O[C@H](CC(=O)NC3CCC3)CC[C@H]21
    -6, -3, 2, 0, 5, -1, -5[16.7 µM], -4.2
CCc1n[nH]c(=S)n1/N=C/c1ccc2c(c1)OCO2
    ., 30, 6, ., -1, -3, -2, .
CCOc1ccccc1N(CC(=O)N(C)Cc1ccccc1)S(=O)(=O)c1ccccc1
    -27, ., -2, 7, 1, 1, 10, -0.9
CS(=O)(=O)n1nc(NCc2cccs2)nc1NCc1cccs1
    31, ., ., 3, 8, ., 0, 1.6
CCC(C)(C)NC(=O)C(c1cccc(OC)c1OC)N(Cc1ccc(OC)cc1)C(=O)CCC(=O)Nc1cc(C)on1 (stereo not given)
    -38, -1, 2, -1, ., 3, -2, -1.8
O=S(=O)(Nc1ccc(C(O)(C(F)(F)F)C(F)(F)F)cc1)c1cccc2ccccc12
    63, -2, -8, 8, -15, -2, 102*, -1.7
CCOC(=O)C1=C(COC(=O)/C=C/c2cc(OC)c(OC)c(OC)c2)NC(=O)NC1C (stereo not given)
    31, 3, 2, 0, ., 3, -3, 1.4
